Screening results (PubChem)
CendR NRP1 mod: NRP-1/CendR interaction modulation. FAM-RPARPAR peptide binding to NRP-1, fluorescence polarization. inhibition, % at 25 µM. actives 0.85% (n = 360,000). AID 602438;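 active = inhibition or corrected inhibition above about 18%, plus a signal ratio from 0.5 to 1.5, limit read from the data, passing the limit was not always enough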; also: strong numbers were not always called active
PABP1 MLLE inh: inhibitors of microRNA-mediated deadenylation, human PABP1 MLLE binding | GST-MLLE / FITC-PAM2 fluorescence polarization | inhibition, % at 20 µM | actives 0.36% (n = 360,000); in the data active = inhibition above about 35%, passing the limit was not always enough;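 also: plate controls were DMSO wells with GST-MLLE for no effect and wells lacking GST-MLLE protein for full effect; some results filed as inactive read as strong as hits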
FAS TE block: blocks the thioesterase domain of human fatty acid synthase; inhibition, % at 15 µM; P49327; recombinant FAS-TE, OMFH fluorogenic substrate, fluorescence endpoint; AID 602261; actives 0.67% (n = 360,000);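 active = compounds whose normalised, plate-corrected inhibition of enzyme fluorescence in the single-dose primary screen is 50% or more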;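 also: 0% = DMSO with enzyme and 100% = substrate without enzyme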
Neddylation inh: cullin neddylation inhibition. P61081+Q13564. TR-FRET cullin neddylation, biochemical. calls only at 25 µM. actives 0.58% (n = 360,000). AID 651699; in the data active = inhibition above about 36%
bovine MsrA act: activates bovine MsrA enzyme; actives 0.3% (n = 360,000); AID 602163; activation, % at 10.6 µM; purified bovine MsrA, absorbance read-out; in the data active = activation above about 7.5%;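 also: 0% = vehicle and 100% = reference activator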
Rin1 Abl inh: blocks binding of human Rin1 to Abl; actives 0.4% (n = 360,000); inhibition, % at 7.35 µM; P00519+Q13671; TR-FRET Rin1/Abl binding, biochemical; in the data active = inhibition above about 5%, passing the limit was not always enough
eLon inh: inhibitors of E. coli Lon protease. P0A9M0. AID 602123. actives 0.42% (n = 360,000). inhibition, % at 7.94 µM. purified E. coli Lon protease, fluorescence polarization; in the data active = inhibition above about 13%, passing the limit was not always enough;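 also: 0% = enzyme with probe and DMSO and 100% = no enzyme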
MT1-MMP act inh: MT1-MMP (human) activation inhibition. actives 0.061% (n = 360,000). GFP/RFP ratio change, % at 20 µM. P50281. HT1080 RFP-PRO-GFP cells, GFP/RFP ratio fluorescence, overnight; percent of plate control window, DMSO zero;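 active = GFP/RFP ratio change of at least 30% with cell ATP level not reduced by more than half and red fluorescence within 50% of control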; also: strong numbers were not always called active
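Material: RFP-PRO-GFP reporter HT1080 cells. Dosing: single-point 20 µM compound, 1% DMSO. Controls: DMSO and RFP-L50D-GFP cell wells. Timing: cells overnight before dosing, compound overnight, 37 °C, 5% CO2. Measure: GFP/RFP fluorescence ratio.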
SKN-1 block: inhibitors of C. elegans SKN-1. C. elegans VP596 Pgst-4::GFP/RFP ratio, acrylamide-induced, 24 h. inhibition, % at 21.8 µM. actives 0.49% (n = 360,000);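 active = interference check ratio from 0.5 to 1.5 plus GFP to RFP signal ratio inhibition reaching or exceeding a fixed threshold, cut at about 30% in these data, passing the limit was not always enough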; also: some compounds called inactive have numbers as strong as hits
The depositor's hits bear a star; i = inactive; . = no result given.

SMILES	CendR NRP1 mod	PABP1 MLLE inh	FAS TE block	Neddylation inh	bovine MsrA act	Rin1 Abl inh	eLon inh	MT1-MMP act inh	SKN-1 block
CC1Cc2ccccc2N1C(=O)CSc1ncc(-c2ccc(F)cc2)n1C (configuration not stated)	-9	-4	19	i	-2	2	-11	-3	8
CC(C)c1nnc(NC(=O)CCCC(=O)O)s1	10	10	-7	i	-1	5	12	-1	6
Cc1cnc(C(=O)Nc2ccccc2-c2ccc(C)o2)cn1	1	-3	1	i	-2	-2	25	-141	36*
O=C(O)c1ccc(-c2ccc(/C=N/Nc3ccc([N+](=O)[O-])cc3)o2)cc1	68	-140	2	i	-10	-3	-369	-130	2
CCn1nnc(C(=O)O)c1C(=O)O	-14	2	-4	i	-6	5	16*	1	-11
CC(NC(=O)C1CCCN1S(=O)(=O)c1cccc2cccnc12)c1ccccc1 (configuration not stated)	-7	-5	-3	i	-3	1	-1	0	-12
O=C(/C=C/c1ccccc1)Nc1ccc(Cl)cn1	-12	-3	-2	i	-3	-2	-4	-7	2
Nc1ccccc1C#CC(=O)c1ccccc1	-13	4	15	i	-4	0	-2	-8	6
CCn1ccnc1C(O)c1cccc2ccccc12 (configuration not stated)	-3	0	-4	i	-3	-1	1	1	1
COc1cc(/C=C/C(=O)O)ccc1OCc1cnc(Cl)s1	-1	-10	-6	i	-13	5	2	-3	3
O=C(CNC(=O)c1ccco1)NCC(=O)OCc1ccccc1Cl	1	-8	-6	i	-4	1	9	0	-9
Cc1ccc(-c2cc(C(=O)N/N=C/c3c(C)nn(C)c3C)c3ccccc3n2)c(C)c1	-5	-4	4	i	-9	1	-3	-12	-14
CC(=O)Nc1c2c(nn1-c1ccccc1C)CS(=O)(=O)C2	3	3	-6	i	-3	-1	-3	-5	-2
COc1cc(OC)c(NC(=O)[C@@H]2CCC(=O)N2C2OC(=O)c3c2ccc(OC)c3OC)cc1Cl (some centres not stated)	9	-4	3	i	-4	-2	3	6	4
Cc1ccc(S(=O)(=O)CCC(=O)OCC(=O)Nc2cccc(S(=O)(=O)N3CCCCC3)c2)cc1	-8	-36	7	i	0	-5	3	3	20
Cc1ccc(N(C(=O)Cn2nnc3ccccc32)C(C(=O)NC2CCCCC2)c2cn(C)nc2C)cc1 (configuration not stated)	-2	-7	16	i	1	1	3	0	0
COCCNC(=O)C1CC(c2ccc(C(F)(F)F)cc2)=NO1 (configuration not stated)	28*	-12	-12	i	-4	2	9	1	1
COc1ccccc1N(C(=O)c1ccco1)C(C(=O)NC1CCCC1)c1ccncc1 (configuration not stated)	5	2	-3	i	-6	0	-2	2	-2
CCOc1ccc(S(=O)(=O)NCCC(=O)N2CCN(C(C)=O)CC2)cc1	4	3	-6	i	-4	2	-12	1	-1
CCOC(=O)N1CCN(C(=O)c2ccc(CS(=O)c3ccccc3)o2)CC1 (configuration not stated)	-1	4	-6	i	-1	-3	-6	4	-1
COCCNc1nc(SCC(=O)N2CCN(c3ccccc3)CC2)nc2ccccc12	-23	7	2	i	-5	-4	2	5	3
CCCCN(C)CCNC(=O)c1cc(-c2cccnc2)nc2ccc(S(=O)(=O)N3CCC(C)CC3)cc12	-1	0	-1	i	0	2	-5	-4	5
Brc1cccc(Nc2nc(-c3cccnc3)cs2)c1	-4	8	18	i	-2	-3	3	1	17
CC(=O)NCCC(=O)Nc1nc(-c2ccccc2Cl)cs1	9	8	-2	i	-3	5	-2	4	-4
Cc1ccsc1C(=O)N1CCCC(CCC(=O)NCc2ccccc2F)C1 (configuration not stated)	8	-3	-2	i	-4	-2	-4	3	12
Cc1cccc(NC(=O)CCc2ccccc2)c1	12	3	0	i	-3	-1	11	1	6
COc1ccc(-c2nc(C)sc2CC(=O)O)cc1	4	0	-13	i	-11	-4	-11	-7	-7
O=c1c(O)c(-c2cc(O)c(O)c(O)c2)oc2cc(O)cc(O)c12	-75	13	7	i	-6	55*	6	-15	-8
COc1ccc(N2CCN(S(=O)(=O)c3c(C)n(C)c(=O)n(C)c3=O)CC2)cc1	3	-10	-4	i	-3	-3	-1	0	-7
O=C(O)c1cc([N+](=O)[O-])ccc1C(=O)Nc1cccc([N+](=O)[O-])c1	-2	3	48	i	-4	-2	-3	-4	17
COC(=O)c1cn(C(=O)c2ccc(Br)o2)c2ccccc12	25*	16	14	i	-5	2	1	6	-5
CCOC(=O)c1cc(-c2ccccc2)n(CC(=O)O)c1C	9	4	-5	i	-1	-4	0	-4	30
O=C(c1ccc(S(=O)(=O)N2CCOCC2)cc1)N(c1ccccc1)C1C=CS(=O)(=O)C1 (configuration not stated)	4	12	-6	i	-15	3	-7	6	-4
O=C(COC(=O)c1ccc(F)cc1Cl)NC1CC1	0	-5	-10	i	-5	-4	-4	2	4
CC(C)(C)CC(C)(C)NC(=O)/C=C/C(=O)O	-3	13	-2	i	-5	1	-3	-2	-4
O=C(c1cccs1)N(c1cccc(Cl)c1)C1C=CS(=O)(=O)C1 (configuration not stated)	-7	-13	-4	i	-3	0	-13	-11	13
OCCNc1nc2ccccc2n1-c1ccccc1	-4	4	-5	i	-3	0	-3	-1	-20
COc1ccc(-c2sc3ccc(OC)cc3c2C#CCCO)cc1	-6	-14	22	i	-4	1	0	-1	12
Cc1ccc(SCC(=O)OCC(=O)NC2CCCCCC2)cc1	-12	-12	-4	i	-1	-4	-5	-2	4
CC1(C(=O)NS(=O)(=O)c2ccccc2C(F)(F)F)CCN1C(=O)CC1CCCC1 (configuration not stated)	0	9	-15	i	2	0	-5	1	20
Cc1ccc2c(c1)c1c3n2CCN=C3CCC1	-8	-14	-5	i	-4	-4	-10	-5	-18
CCNC(=O)N(C)C[C@H]1N[C@@](Cc2ccccc2)(C(=O)OC)[C@H]2C(=O)N(C)C(=O)[C@@H]12	-12	-2	-11	i	-3	4	-6	4	3
O=C(Cn1c2[n+](c3ccc(C(F)(F)F)cc31)CCCCC2)c1ccc2c(c1)OCCO2	-2	11	8	i	1	-1	4	-5	-2
Cc1ccc(S(=O)(=O)N(C)C(=O)NC(=O)NS(=O)(=O)c2ccccc2)cc1	1	7	-7	i	-8	-1	2	1	-2
Cc1cc(C)c(NC(=S)N(CCN(C)C)C(C)c2cccnc2)c(C)c1 (configuration not stated)	14	-16	-4	i	-5	1	-9	0	-6
COc1cccc(-c2ccc(SCC(=O)NCCc3ccccc3)nn2)c1	-1	19	-3	i	-3	-3	-6	-1	6
O=C(c1ccc(Br)o1)N1CC=C(c2ccccc2)CC1	-18	11	2	i	-3	1	1	-5	25
Fc1ccc(-c2nnc(-c3ccc4ccccc4c3)o2)cc1	16	-3	22	i	-3	1	-11	-4	43*
CC(=O)Nc1ccc(NC(=O)C2Cc3c(-c4ccc5c(c4)OCO5)ccnc3O2)cc1 (configuration not stated)	12	6	-1	i	-2	-5	-6	-2	2
O=Cc1ccccc1OCCOc1ccc([N+](=O)[O-])cc1	-5	-1	-3	i	-4	-2	2	-2	11

The list goes on:
SMILES	CendR NRP1 mod	PABP1 MLLE inh	FAS TE block	Neddylation inh	bovine MsrA act	Rin1 Abl inh	eLon inh	MT1-MMP act inh	SKN-1 block
CCCCCCc1ccc(N2C[C@H](CCCCC)[C@@H](CC(=O)NCc3ccc(OC)cc3)C2=O)cc1	3	-4	8	i	-1	2	2	-3	18
COc1ccc(C(=O)N/N=C2\CCc3ccccc32)cc1OC	-4	9	-3	i	-2	-5	2	0	0
Cc1cc(NC(=O)COC(=O)C2=COCCO2)c([N+](=O)[O-])cc1C	9	-11	-7	i	-2	-4	-1	2	4
CCOc1ccc(N2CC(C(=O)Nc3cc(Cl)ccc3-n3cncn3)CC2=O)cc1 (configuration not stated)	8	-8	-5	i	-4	2	-2	8	-10
Cc1ccc(SCC(=O)NNC(=O)c2ccc(S(C)(=O)=O)cc2)cc1	2	-5	-6	i	-4	3	1	2	9
O=C1CCc2cc(S(=O)(=O)N3CCN(c4cccc(Cl)c4)CC3)ccc2N1	4	2	-5	i	-1	5	-12	9	11
O=C(Nc1cc(S(=O)(=O)N2CCOCC2)ccc1Oc1ccc(F)cc1)C1=COCCO1	-12	-14	6	i	0	-2	-1	3	21
COc1ccc(Nc2ccc(C(F)(F)F)cc2[N+](=O)[O-])cn1	2	8	14	i	13*	1	1	3	14
Cc1cc(S(=O)(=O)N2CCOCC2)ccc1OCC(=O)N1CCC(C(N)=O)CC1	0	10	-2	i	-1	0	-2	0	3
Cc1oc(C)c(C(N)=O)c1C(N)=O	-2	-2	-5	i	-6	2	-5	-3	3
CC(C)(C)NC(=O)C1CCCN(S(=O)(=O)c2ccc(-n3cnnn3)cc2)C1 (configuration not stated)	7	-18	-4	i	-2	-1	2	3	2
CSc1nc(N)nc(SCC(=O)OC(C)C)c1C#N	16	-14	5	i	-2	-1	13	4	1
CCC(C)(C)NC(=O)c1ccc2c(c1)N(CC(=O)NC1CCCC1)C(=O)C(C)(C)O2	1	17	-1	i	-1	0	-1	2	14
CN(C(=O)C1CCN(c2ncnc3c2nc2n3CCCCC2)CC1)C1CCCCC1	18*	-7	9	i	-4	5	-5	-1	13
Cc1ccc(C)c(NC(=S)N2CCC(NC(=O)c3ccccc3)CC2)c1	-5	-67	-4	i	-1	1	-5	13	13
O=C(NCCNS(=O)(=O)c1ccc(Cl)cc1)c1cc(OCC(F)(F)F)ccc1OCC(F)(F)F	16	0	7	i	4	4	2	5	7
COc1ccc2c(=O)c3c(=O)n(CCc4ccccc4)c(C(C)C)nc3oc2c1	-6	-11	9	i	-4	0	3	1	-2
CC1CCN(C(=O)CSc2nc(N)cc(N)n2)CC1	-1	8	-7	i	-1	2	9	3	2
COC(=O)C[C@@H]1OC[C@H](Cc2ccccc2)N1S(=O)(=O)c1ccc(C)cc1	11	.	.	i	.	.	.	0	17
CN(C(=O)c1ccc(NC(=O)Cc2ccc([N+](=O)[O-])cc2)cc1)C1CC1	2	10	6	i	1	2	1	8	-9

Compound profiles (already shown):
Cc1ccc(C)c(NC(=S)N2CCC(NC(=O)c3ccccc3)CC2)c1 is listed with CendR NRP1 mod = -5; PABP1 MLLE inh = -67; FAS TE block = -4; Neddylation inh = i; bovine MsrA act = -1; Rin1 Abl inh = 1; eLon inh = -5; MT1-MMP act inh = 13; SKN-1 block = 13
O=C(NCCNS(=O)(=O)c1ccc(Cl)cc1)c1cc(OCC(F)(F)F)ccc1OCC(F)(F)F is listed with CendR NRP1 mod = 16; PABP1 MLLE inh = 0; FAS TE block = 7; Neddylation inh = i; bovine MsrA act = 4; Rin1 Abl inh = 4; eLon inh = 2; MT1-MMP act inh = 5; SKN-1 block = 7

Marked active in SKN-1 block, of those listed so far:
Compound	CendR NRP1 mod	PABP1 MLLE inh	Neddylation inh	bovine MsrA act	Rin1 Abl inh	eLon inh	MT1-MMP act inh	SKN-1 block
Cc1cnc(C(=O)Nc2ccccc2-c2ccc(C)o2)cn1	1	-3	i	-2	-2	25	-141	36*
Fc1ccc(-c2nnc(-c3ccc4ccccc4c3)o2)cc1	16	-3	i	-3	1	-11	-4	43*

Additional records follow:
SMILES	CendR NRP1 mod	PABP1 MLLE inh	FAS TE block	Neddylation inh	bovine MsrA act	Rin1 Abl inh	eLon inh	MT1-MMP act inh	SKN-1 block
Cc1c(C(=O)N2CCN(c3ccccn3)CC2)sc2ncnc(N3CCOCC3)c12	10	1	-7	i	-5	0	-3	-1	-2
O=C(CSc1nnc2scc(-c3ccccc3)n12)NCC1CCCO1 (configuration not stated)	-8	1	-6	i	-3	1	6	-5	9
CCN(Cc1ccccc1)C(=O)c1cc(-c2ccc(OC)c(OC)c2)nc2ccccc12	8	-22	18	.	-3	1	-2	-1	13
O=C1N(c2ccccc2)C(c2ccccc2)N2CCCN12 (configuration not stated)	-2	-12	-2	i	-7	0	1	1	-9
O=C1C(=O)N(c2nccs2)C(c2ccccc2F)/C1=C(\O)c1ccc2c(c1)OCCO2 (configuration not stated)	-7	-36	-1	i	-5	-5	-4	-39	2

Compounds were not picked by outcome; 4% or so of the library scored in one or more.
